Compound activity deposited in PubChem by several laboratories.
GSK3A inh – blockers of GSK3A enzyme activity – biochemical, luminescence, cell-free homogeneous, HTS, primary screen; GSK-3 alpha kinase, ADP-Glo luminescence, 60 min; inhibition, % at 10 µM; Glycogen synthase kinase-3 alpha (Homo sapiens), P49840; actives 0.1% (n = 320,000); AID 2650, 2010;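 in the data active = inhibition above about 50%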;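 note: GST-tagged GSK-3 alpha with peptide substrate and 25 µM ATP; 0% = DMSO neutral wells and 100% = GW8510 positive control wells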
PolyA inhibitor – polyadenylation inhibitors in yeast reporter cells, primary screen, luminescence, S. cerevisiae | AID 1875, 2009 | calls only at 12 µM | S. cerevisiae SKY197-pL101 polyadenylation reporter, beta-gal luminescence; efflux-impaired pdr1/pdr3 knockout yeast; score 100 = 6 SD above DMSO | actives 0.02% (n = 300,000);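 active = lowest replicate activity score at least 50, where 100 means six control SD above control mean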;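 note: yeast exposed to compound for 9 h at 30 °C; higher score means more reporter readthrough which indicates perturbed polyadenylation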
hERG rescue – hERG rescue from dofetilide block, primary screen, cell-based, CHO-hERG, FluxOR thallium flux, dofetilide IC70 | dofetilide IC70 present | activation (rescue from dofetilide block), less the hit threshold, % at 10 µM | actives 0.51% (n = 310,000) | Voltage-gated inwardly rectifying potassium channel KCNH2 (Homo sapiens), Q12809;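 active = activation above the mean of controls blocked by dofetilide plus 5 SD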;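 note: thallium influx through hERG after potassium depolarization seen as dye fluorescence rise; in these data hits start at about 4.7%; inactives centre near -7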
GSK3beta inhib – human GSK3beta kinase inhibitors, primary screen, biochemical, cell-free homogeneous, HTS | GST-GSK3beta kinase, ADP-Glo luminescence, 60 min; active compounds read low | activity score (negative = inhibition), % at 10 µM | actives 0.038% (n = 300,000) | AID 2097, 2009;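 active = more than half of replicate wells score below -50%, meaning over 50% inhibition versus plate controls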;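 note: 0% = median DMSO wells and -100% = median GW8510 positive control wells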
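Test system: GST-tagged human GSK3beta kinase, cell-free; evaluation: activity score scaled between in-plate DMSO and GW8510 controls; measured by: ADP-Glo luminescence; incubation: 60 min reaction, RT; benchmarks: DMSO and 20 µM GW8510; reagent: peptide substrate plus 25 µM ATP (final); medium: Tris/MgCl2 kinase buffer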
RGS4 pot – RGS4 potentiators or activators, primary screen, cell-based, HEK293 M3R inducible RGS4, calcium flux. carbachol calcium flux Fluo4; active compounds read low. B-score at 10 µM. actives 0.92% (n = 310,000). AID 463111, 2010;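 active = B-score of the integrated calcium signal more than 4 SD below the library mean, with starting fluorescence not abnormally high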;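 note: negative B-score means reduced calcium response which marks RGS4 activation or potentiation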
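Test system: HEK293 cells with stable M3R and inducible RGS4; also added: carbachol at ECmax as muscarinic agonist stimulus; schedule: dye loading 30 min 37 °C, buffer rest 30 min RT; technique: kinetic calcium fluorescence imaging with Fluo4-AM dye, 2 µM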
HDAC3 inhib – HDAC3 deacetylase inhibitors, primary screen, biochemical, fluorescence, cell-free homogeneous. Histone deacetylase 3 (Homo sapiens), O15379. recombinant HDAC3, fluorogenic peptide/trypsin coupled. inhibition, % at 8.3 µM. actives 0.15% (n = 320,000). AID 2718, 2010; in the data active = inhibition above about 26%, passing the limit was not always enough
KCNK9 block – KCNK9 potassium channel inhibitors, primary screen, HEK293 cells, thallium flux; Potassium channel subfamily K member 9 (Homo sapiens), Q9NPC2; B-score at 10 µM; FluxOR thallium flux fluorescence; active compounds read low; AID 488922, 2010; actives 1.2% (n = 310,000);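 active = ratio B-score over 3 SD below the library mean, with starting fluorescence within 5 SD of its mean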;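 note: negative B-score means less thallium flux so channel inhibition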
Target sequence (Q9NPC2 whole entry, looked up): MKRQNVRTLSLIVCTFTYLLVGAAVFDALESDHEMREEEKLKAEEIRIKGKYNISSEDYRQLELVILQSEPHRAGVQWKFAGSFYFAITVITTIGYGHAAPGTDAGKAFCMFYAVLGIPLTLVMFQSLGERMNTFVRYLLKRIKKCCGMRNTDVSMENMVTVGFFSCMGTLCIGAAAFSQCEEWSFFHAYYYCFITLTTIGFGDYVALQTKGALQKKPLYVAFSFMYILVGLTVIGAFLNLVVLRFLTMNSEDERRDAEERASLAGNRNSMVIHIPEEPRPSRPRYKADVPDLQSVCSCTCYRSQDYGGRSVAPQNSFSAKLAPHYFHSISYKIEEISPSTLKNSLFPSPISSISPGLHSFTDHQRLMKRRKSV
DYRK1A inh – rat Dyrk1A kinase inhibitors, primary screen, biochemical, single point, plate reader. Dual specificity tyrosine-phosphorylation-regulated kinase 1A (Rattus norvegicus), Q63470. ADP-Glo luminescence, NFATc1 peptide. inhibition, % at 12.5 µM. actives 0.43% (n = 310,000); in the data active = inhibition above about 50%;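 note: plate controls were vehicle with enzyme for no effect and no enzyme for full effect; many of its hits are not listed in these tables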
KCNQ1 act – potentiators or activators of KCNQ1 channel, primary screen, cell-based, thallium flux, high-throughput. actives 0.35% (n = 310,000). B-score at 10 µM. CHO-K1 KCNQ1, thallium flux FluxOR fluorescence; active compounds read high. AID 2648, 2010;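 active = fluorescence ratio B-score, a plate-corrected score, at least three library SD, with initial intensity B-score within 5 SD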
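Medium – assay buffer, equal DMSO in all wells · Material – CHO-K1 cell line with stable KCNQ1 potassium channel expression · Signal – kinetic FluxOR thallium fluorescence, 10-s 1-Hz baseline, 110-s post-stimulus read · Compound – single concentration per compound, DMSO matched to controls · Schedule – 37 °C overnight plating, 90-min dark dye load, 20-min compound pretreatment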
KCNK3 block – human KCNK3 channel inhibitors, primary screen, CHO cells, FluxOR thallium flux, B-score; Potassium channel subfamily K member 3 (Homo sapiens), O14649; FluxOR fluorescence; active compounds read low; B-score at 10 µM; actives 0.84% (n = 340,000); AID 602410, 2012;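 active = B-score under library mean minus 4 SD, starting fluorescence ratio at most library mean plus 5 SD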;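 note: more negative B-score means stronger inhibition of thallium flux through KCNK3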
Target sequence (O14649 whole entry, looked up): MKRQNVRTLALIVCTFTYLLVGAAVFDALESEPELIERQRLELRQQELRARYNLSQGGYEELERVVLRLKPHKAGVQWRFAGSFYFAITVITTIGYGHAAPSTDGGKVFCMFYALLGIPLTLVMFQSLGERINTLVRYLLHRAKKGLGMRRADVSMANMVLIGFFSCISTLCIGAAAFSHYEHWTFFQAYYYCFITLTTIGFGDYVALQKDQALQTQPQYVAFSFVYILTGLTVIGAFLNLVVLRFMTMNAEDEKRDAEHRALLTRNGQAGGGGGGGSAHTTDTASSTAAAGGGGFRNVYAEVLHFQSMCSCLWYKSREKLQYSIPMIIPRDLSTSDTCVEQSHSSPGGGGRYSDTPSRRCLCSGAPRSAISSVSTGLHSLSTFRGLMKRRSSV
KCNQ1 inh – inhibitors of human KCNQ1 channel, primary screen, cell-based, thallium flux, high-throughput. AID 2642, 2010. Potassium voltage-gated channel subfamily KQT member 1 (Homo sapiens), P51787. actives 1.3% (n = 310,000). CHO-K1 KCNQ1, FluxOR thallium flux fluorescence; active compounds read high. B-score at 10 µM;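 active = compounds whose thallium flux B-score, printed positive for inhibition, exceeds three library SD while starting fluorescence stays within three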;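 note: channel opened by potassium depolarization with thallium stimulus after 20 min compound exposure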
Starred values were filed as active, the others as inactive; i = inactive; . = no result given.

SMILES	GSK3A inh	PolyA inhibitor	hERG rescue	GSK3beta inhib	RGS4 pot	HDAC3 inhib	KCNK9 block	DYRK1A inh	KCNQ1 act	KCNK3 block	KCNQ1 inh
Cc1ccc(OCC(=O)Nc2ccccc2C(N)=O)cc1	0.2	i	-2.8	0.0	i	-3.8	i	3.0	i	i	i
COCCCNCCCCOc1ccccc1-c1ccccc1	2.7	i	-5.0	-0.1	i	-1.1	i	-5.3	i	i	i
CCOC(=O)C1=C(C)NC(=O)NC1c1ccc(C)o1 (centres undefined)	0.8	i	-17.6	-0.2	i	-3.7	i	0.2	i	i	i
Cc1ccc(S(=O)(=O)N2CC(=O)Nc3ccccc32)cc1C	-0.6	i	-4.6	2.3	i	-1.3	i	7.7	i	i	i
CCCCN(CC)C(=S)Nc1ccc2nc(N3CCN(C)CC3)cc(C)c2c1	-1.0	i	-12.1	6.4	i	.	i	8.5	i	i	i
COc1cccc(NC(=O)CCC2CCN(C(=O)Cc3cccc(F)c3)CC2)c1	0.3	i	-9.1	-2.0	i	6.9	i	0.9	i	i	i
O=C(c1ccc(COc2ccccc2Br)o1)N1CCN(c2ccccn2)CC1	-3.8	i	-11.5	3.8	i	2.3	i	1.9	i	i	i
Cc1c(C(=O)N2CCOCC2)sc(NC(=O)Cc2ccccc2)c1C#N	-5.6	i	-8.9	2.8	i	1.5	i	.	i	i	i
Cn1c(=O)cc(SCC(=O)N2CCN(c3ccccc3)CC2)c2ccccc21	-3.2	i	-10.7	-0.4	i	2.9	i	2.9	i	i	i
O=C(NCc1ccco1)C1CCN(c2nc3ccccc3n2Cc2ccc(F)cc2)CC1	-3.5	i	-22.8	-6.5	i	4.0	i	0.6	i	i	i
Cc1ccc(NC(=O)Cn2c(=O)c(C)nc3ccccc32)cc1	-0.5	i	-8.4	-0.4	i	1.5	i	-4.2	i	i	i
CC1CC(=O)N(CC(=O)Nc2ccccc2F)c2ccccc2S1(=O)=O (centres undefined)	-1.2	i	-4.9	-3.2	i	3.4	i	1.6	i	i	i
O=C(Cn1cnc2ccccc2c1=O)OCCCCN1C(=O)c2ccccc2C1=O	-1.2	i	-10.8	0.4	i	-2.5	i	1.4	i	i	i
CC(=O)Nc1nonc1-c1nc2ccccc2n1CCC(C)C	1.0	i	-4.2	3.2	i	-5.0	i	-2.9	i	i	i
O=C(c1ccc(Oc2ccccc2)cc1)c1nc2c(n1O)CCCC2	0.1	i	-7.2	3.5	i	3.4	i	9.7	i	i	i
C=C(C)CNC(=O)C1CCC(=O)N(CCCc2ccccc2)C1 (centres undefined)	0.1	i	-7.6	1.1	i	0.6	i	.	i	i	i
O=C(NCc1n[nH]c(=S)n1-c1ccccc1)c1ccc(S(=O)(=O)N2CCOCC2)cc1	.	i	-7.0	2.8	i	-2.2	i	-2.0	i	i	i
CC(C)Nc1nc(Cl)nc(NN(C)c2nc(N(C)C)nc(N(C)C)n2)n1	-1.9	i	0.3	-0.4	i	-0.6	i	0.5	i	i	i
CN1C[C@H](C(=O)NC2(C)OC3(O)[C@@H]4CCCN4C(=O)[C@H](Cc4ccccc4)N3C2=O)CC2c3cccc4[nH]cc(c34)C[C@H]21 (some centres undefined)	-5.2	i	-11.0	2.7	i	1.0	i	8.9	i	i	i
CCn1c(COc2ccccc2)nnc1SCC(=O)Nc1cc(C)ccc1OC	-1.9	i	-14.6	-3.2	i	1.5	i	5.6	i	i	i
Cc1ccc(S(=O)(=O)CC(=O)Nc2nnc(C(C)(C)C)s2)cc1	-0.3	i	-7.6	2.8	i	-1.7	i	-0.6	i	i	i
COc1cc(OC)cc(C(=O)N[C@H](C(=O)OCC(=O)Nc2ccc(C(C)C)cc2)C(C)C)c1	-2.1	i	-2.2	1.7	i	21.6	i	7.3	i	i	i
Cn1c2ccccc2c2ncn(CCN3CCOCC3)c(=O)c21	-0.5	i	-8.8	-1.3	i	-8.4	i	10.3	i	i	i
COC(=O)c1cccc(NC(=O)Cc2nc(-c3ccccc3)sc2-c2ccc(C)cc2)c1	-0.5	i	-8.5	-1.2	i	.	i	1.9	i	i	i
COC(=O)c1cnn(-c2ccccc2)c1/C=N/NC(=S)Nc1ccccc1	-0.9	i	-3.7	-0.5	i	1.4	i	.	i	i	i
(listing goes on)
SMILES	GSK3A inh	PolyA inhibitor	hERG rescue	GSK3beta inhib	RGS4 pot	HDAC3 inhib	KCNK9 block	DYRK1A inh	KCNQ1 act	KCNK3 block	KCNQ1 inh
Cc1cc(C(=O)N2CCN(C/C=C/c3ccccc3)CC2)no1	-5.0	i	-5.1	1.1	i	2.4	i	-0.4	i	i	i
Cc1ccsc1/C=N/NC(=O)C(=O)NCC(C)C	4.6	i	-7.0	-0.6	i	-2.3	i	1.7	i	i	i
Cc1cc2cc(CNC(=O)c3ccc(S(=O)(=O)N(C)C)cc3)ccc2n1C	-0.9	i	-3.2	1.3	i	4.0	i	6.8	i	i	i
CCC1(c2ccccc2)NC(=O)N(CC(=O)NC2(C#N)CCCCC2)C1=O (centres undefined)	0.0	i	-8.9	6.2	i	-0.9	i	1.4	i	i	i
Cc1cc(Cl)ccc1OCCCC(=O)N1CCCc2ccccc21	-2.8	i	-10.3	1.0	i	1.4	i	5.0	i	i	i
CC(=O)N1CCOc2ccc(S(=O)(=O)NCc3ccc(Cl)cc3)cc21	-2.6	i	-7.4	2.4	i	-7.2	i	2.2	i	i	i
Cc1ccc(S(=O)(=O)CCC(=O)Nc2cccc(Cl)c2)cc1	-0.2	i	-13.6	0.6	i	-0.1	i	5.3	i	i	i
CCC(C)NC(=O)C1CCN(S(=O)(=O)c2cccc3nonc23)CC1 (centres undefined)	0.2	i	-8.2	.	i	12.3	i	-4.9	i	i	i
CC(=O)Nc1c(O)nc(SCc2ccccc2C#N)[nH]c1=O	.	i	-7.7	3.1	i	.	i	-8.2	i	i	i
CCCn1c(C)cc(C(=O)COc2ccc(-c3nnco3)cc2)c1C	-0.6	i	-3.5	-1.0	i	3.7	i	5.6	i	i	i
O=C(C1CCCN(S(=O)(=O)Cc2ccccc2)C1)N1CCCCC1 (centres undefined)	-1.2	i	-5.4	3.1	i	4.4	i	-1.5	i	i	i
Cc1nnc2c3ccccc3c(-c3ccc(O)cc3)nn12	.	i	-1.1	1.5	i	-4.2	i	-1.8	i	i	i
O=C(NC1CCN(C(=S)Nc2ccc(Cl)cc2)CC1)c1ccco1	0.7	i	-5.5	-1.9	i	-1.3	i	1.0	i	i	i
CC(=O)Nc1ccc(S(=O)(=O)N/N=C/c2ccc(C)s2)cc1	-3.6	i	-11.2	-0.9	i	-2.2	i	-3.0	i	i	i
O=C(COC(=O)/C=C/c1ccco1)NCCc1ccccc1	-0.8	i	-7.7	2.9	i	-2.7	i	-0.9	i	i	i
O=C(CSc1ccc2ccccc2c1)N1CCN(c2ccc(O)cc2)CC1	0.3	i	-2.4	-0.6	i	-7.8	i	.	i	i	i
O=C(O)c1ccc(N/N=C/c2cn(Cc3ccc(F)cc3)c3ccccc23)cc1	-3.7	i	-23.0	-0.8	i	3.7	i	10.7	i	i	i
C/C(=C\C(=O)O)C(=O)Nc1nccs1	3.5	i	-9.5	-0.5	i	1.1	i	-3.0	i	i	i
COCCCNC(=O)CCc1c(C)nc2c(c(C)nn2-c2ccccc2)c1C	-1.3	i	-5.2	0.5	i	-11.0	i	2.8	i	i	i
CC1(C)COC(c2ccc(F)c([N+](=O)[O-])c2)=N1	4.0	i	-10.3	2.6	i	5.6	i	-3.7	i	i	i
CCOc1cc(/C=C2/C(=O)ON=C2C)ccc1O	-3.6	i	-0.1	-0.9	i	0.1	i	-3.0	i	i	i
NC(Cc1cccc2nsnc12)C(=O)O (centres undefined)	1.4	i	-4.7	2.1	i	5.8	i	4.1	i	i	i
Cc1ccc([C@@H]2[C@@H]3C(=O)N(C)C(=O)[C@@H]3[C@]3(C)C(=O)N(Cc4ccccn4)CC(=O)N23)o1	-0.1	i	-7.9	4.3	i	-3.3	i	-7.1	i	i	i
O=C(Nc1cccc(C(F)(F)F)c1)c1ccco1	-3.1	i	-6.2	2.9	i	-1.4	i	-3.6	i	i	i
CN(C)c1ccc(CN(C(=O)c2cccs2)C2CCS(=O)(=O)C2)cc1 (centres undefined)	2.2	i	-12.7	-0.5	i	0.5	i	-10.0	i	i	i
Cc1cc(C)n(-c2ncnc3sc4c(c23)CC(C)CC4)n1 (centres undefined)	-0.5	i	-10.1	2.6	i	0.1	i	1.6	i	i	i

Entries of single compounds from above. Order of values: GSK3A inh | PolyA inhibitor | hERG rescue | GSK3beta inhib | RGS4 pot | HDAC3 inhib | KCNK9 block | DYRK1A inh | KCNQ1 act | KCNK3 block | KCNQ1 inh
Cc1cc(Cl)ccc1OCCCC(=O)N1CCCc2ccccc21 in the list: -2.8 | i | -10.3 | 1.0 | i | 1.4 | i | 5.0 | i | i | i
Cc1cc2cc(CNC(=O)c3ccc(S(=O)(=O)N(C)C)cc3)ccc2n1C in the list: -0.9 | i | -3.2 | 1.3 | i | 4.0 | i | 6.8 | i | i | i
C/C(=C\C(=O)O)C(=O)Nc1nccs1 in the list: 3.5 | i | -9.5 | -0.5 | i | 1.1 | i | -3.0 | i | i | i
CCCn1c(C)cc(C(=O)COc2ccc(-c3nnco3)cc2)c1C in the list: -0.6 | i | -3.5 | -1.0 | i | 3.7 | i | 5.6 | i | i | i

An excerpt (hit frequency here may not be typical).
